# High-throughput results (PubChem)
# inhibitors of VEEV – inhibitors of VEEV TC-83 cytopathic effect, confirmation, Vero cells (AID 588727); actives 0.13% (n = 350,000); inhibition, % at 20 µM; hits with a dose series show IC50 in µM; Vero cells, VEEV TC-83 cytopathic effect inhibition; higher % means a stronger effect; in the data active = a potency from the dose series; inconclusive = inhibition mostly from about 14% at the one dose, without a potency; inactive = the rest, 99 in 100 with inhibition below about 12%; note: strong numbers were not always called active
# PhoP GFP inhibition – PhoP regulon inhibitors, Salmonella typhi PhoP promoter GFP reporter, confirmatory (AID 1850) | Salmonella Typhi PhoP-promoter GFP reporter, fluorescence, 4 h; higher % means a stronger effect | inhibition, % at 50 µM, or IC50 in µM where a hit was titrated | actives 0.33% (n = 310,000); in the data active = a potency from the dose series; inconclusive = inhibition mostly from about 25% at the one dose, without a potency; inactive = the rest, 99 in 100 with inhibition below about 19%;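 note: 0% = induced wells with vehicle and 100% = uninduced wells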
# influenza NS1A – H1N1 influenza NS1A inhibitors, functional cell based assay (AID 504329); NS1A functional cell-based assay, percent inhibition; higher % means a stronger effect; one-dose inhibition, % at 12.5 µM; IC50 in µM for titrated hits; actives 0.3% (n = 340,000); in the data active = a potency from the dose series; inconclusive = inhibition above about 27% without an active follow-up result; note: strong numbers were not always called active
# tuberculosis growth – growth inhibition of non-replicating M. tuberculosis (AID 488890); Mycobacterium tuberculosis non-replicating, growth inhibition; higher % means a stronger effect; one-dose inhibition, % at 25 µM; IC50 in µM for titrated hits; actives 0.39% (n = 320,000); in the data active = a potency from the dose series; inconclusive = inhibition mostly from about 82% at the one dose, without a potency; inactive = the rest, 99 in 100 with inhibition below about 76%;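 note: plate controls were DMSO cells for no effect and high antibiotic wells for full effect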
# H37Rv inhibition – M. tuberculosis growth inhibition, HTS (AID 449762); M. tuberculosis H37Rv growth inhibition, 7H9 media; higher % means a stronger effect; one-dose inhibition, % at 25 µM; IC50 in µM for titrated hits; actives 0.59% (n = 330,000); in the data active = a potency from the dose series; inconclusive = inhibition above about 70% without an active follow-up result;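 note: bacterial growth assessed after seven days of incubation; strong numbers were not always called active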
# inhibitors of VEEV 10K pilot screen – also measured in inhibitors of VEEV; calls as there; inhibition, %; measured here: 10K pilot screen inhibition
# Starred values were filed as active, the others as inactive; i = inactive; u = inconclusive; x = not tested or not shown.
SMILES,inhibitors of VEEV,PhoP GFP inhibition,influenza NS1A,tuberculosis growth,H37Rv inhibition,others
CCn1c(SCC(=O)Nc2ccc(N3CCOCC3)cc2)nnc1-c1ccco1,0.7%,7%,-1%,12%,19%,
Cc1cccc(C(=O)Oc2ccc(/C=N/NC(=O)c3ccncc3)cc2)c1,2.2%,-15%,-1%,78%,u,
O=C1[C@@H]2Cc3c([nH]c4ccccc34)CN2C(=O)CN1CCO,1.0%,12%,18%,-25%,-1%,
CS(=O)(=O)N(CC(=O)N1CCc2ccccc2C1)c1ccccc1F,0.7%,1%,x,-9%,5%,
CC(C)CSC1=NSC2=NC(=O)/C(=C\c3ccccc3)C(=N)N12,1.8%,4%,-6%,36%,-3%,
CCCCC(CC)CNC(=O)CC1Nc2c3ccccc3nc(=S)n2C1=O (centres undefined),1.1%,7%,0%,-9%,0%,
CCCn1c(C)cc(C(=O)Cn2nnc3ccccc3c2=O)c1C,3.4%,3%,5%,6%,-8%,
Cc1ccc(Cn2nc(C)c(C=O)c2Cl)cc1,1.8%,11%,-5%,-2%,0%,
COc1cccc(SCC2(O)CCN(C(=O)c3ccc(Cl)cc3)CC2)c1,0.6%,-24%,4%,45%,11%,
CC(C)N(Cc1nnc(-c2ccc(Cl)cc2)o1)C(=O)c1cc2ccccc2o1,6.6%,x,-12%,37%,-1%,
CCN(CC)CCNC(=O)c1ccc(NS(=O)(=O)c2ccc3c(c2)OCCO3)cc1,0.6%,2%,0%,0%,2%,
NC(=O)c1cccc(NC(=O)CCCCC(=O)Nc2cccc(C(N)=O)c2)c1,i,4%,0%,-12%,0%,
C=C(C)CNC(=S)Nc1cccc(N)n1,i,x,-2%,x,x,
O=S(=O)(c1ccc(SCCOc2cccc(Br)c2)nc1)N1CCCC1,1.6%,x,-15%,24%,0%,
CC(Sc1nnc(-c2ccncc2)n1C)C(=O)Nc1nccs1 (centres undefined),1.8%,8%,-5%,-7%,6%,

# Molecules listed so far that contain four or more nitrogen atoms, in the order listed:
SMILES,inhibitors of VEEV,PhoP GFP inhibition,influenza NS1A,tuberculosis growth,H37Rv inhibition,others
CCn1c(SCC(=O)Nc2ccc(N3CCOCC3)cc2)nnc1-c1ccco1,0.7%,7%,-1%,12%,19%,
CC(C)CSC1=NSC2=NC(=O)/C(=C\c3ccccc3)C(=N)N12,1.8%,4%,-6%,36%,-3%,
CCCCC(CC)CNC(=O)CC1Nc2c3ccccc3nc(=S)n2C1=O (centres undefined),1.1%,7%,0%,-9%,0%,
CCCn1c(C)cc(C(=O)Cn2nnc3ccccc3c2=O)c1C,3.4%,3%,5%,6%,-8%,
NC(=O)c1cccc(NC(=O)CCCCC(=O)Nc2cccc(C(N)=O)c2)c1,i,4%,0%,-12%,0%,
C=C(C)CNC(=S)Nc1cccc(N)n1,i,x,-2%,x,x,
CC(Sc1nnc(-c2ccncc2)n1C)C(=O)Nc1nccs1 (centres undefined),1.8%,8%,-5%,-7%,6%,

# (cont.)
SMILES,inhibitors of VEEV,PhoP GFP inhibition,influenza NS1A,tuberculosis growth,H37Rv inhibition,others
Cc1ccc(SCC(=O)Nc2ncc(C)s2)cc1,0.4%,7%,17%,u,4%,
Cc1ccc(C2=NS(=O)(=O)N(C)C(C(=O)Nc3ccc4c(c3)OCO4)=C2)cc1,i,-5%,7%,-15%,-16%,
N#Cc1ccc(C23CC4(C2)[C@H](CN(Cc2ccc(C(F)(F)F)cc2)[C@@H]4c2ccccc2)C3c2ccc(C(F)(F)F)cc2)cc1 (some centres undefined),x,3%,x,3%,6%,
Cc1ccc(C)c(NS(=O)(=O)c2cc(C(=O)NCC3CCCO3)ccc2C)c1 (centres undefined),2.5%,-7%,-4%,-5%,7%,
CC1=C(C(=O)OCc2ccccc2)C(c2cccc(F)c2)NC(=O)N1 (centres undefined),i,0%,-5%,30%,-8%,
CCOC(=O)Cc1csc(N/N=C/c2cccc([N+](=O)[O-])c2)n1,1.4%,-13%,12%,-4%,7%,
COc1cc(C)c(C(=O)Oc2cc(C)c(C(=O)O)c(O)c2C)c(O)c1C(=O)O,0.4%,9%,0%,-17%,1%,
CCCn1c(SCC(=O)Nc2ccc(S(=O)(=O)N(C)C)cc2)n[nH]c1=O,0.9%,8%,-2%,13%,-10%,
COc1cc(OC)cc(C(=O)N2CCN(C(=O)COc3ccc4ccccc4c3)CC2)c1,i,10%,-3%,15%,2%,
O=C(c1cc(COc2ccc(F)cc2Cl)on1)N1CCc2ccccc2C1,0.4%,-3%,4%,0%,-1%,
CC(=O)O[C@@H]1/C=C/[C@](C)(O)C[C@@H](C)C/C=C/[C@H]2[C@@H]3O[C@]3(C)[C@@H](C)[C@H]3[C@H](Cc4ccccc4)NC(=O)[C@@]312,x,-3%,x,41%,-11%,
NC(=O)c1nsc(C(=O)N(c2ccccc2)C(C(=O)NC2CCCCC2)c2ccc(O)cc2)c1N (centres undefined),0.1%,13%,-7%,-7%,4%,
CCOc1ccccc1NC(=O)COC(=O)CNS(=O)(=O)c1ccc(C)cc1,0.4%,-2%,-9%,-13%,0%,
NC1=NC(=O)/C(=C/c2ccccc2OCC(=O)Nc2ccc(F)cc2)S1,i,x,9%,4%,-2%,
COc1ccc2c(c1OC)C(=O)N(c1ccc(O)cc1)C2=O,1.5%,-4%,10%,3%,-2%,
CCc1ccccc1NC(=O)C1CCCN1S(=O)(=O)c1ccc(-c2ccc(=O)[nH]n2)s1 (centres undefined),i,-12%,6%,1%,-6%,
C[C@@H]1ON(C)[C@H]2C[C@H]3c4cc(-c5cccc(F)c5)ccc4CCN3C(=O)[C@@H]12,i,x,-21%,x,x,
O=Cc1ccc(OCc2cccc(C(F)(F)F)c2)cc1O,0.3%,1%,-6%,73%,-3%,
CCOc1ccc(C(=O)NC(=S)NCc2cccnc2)cc1[N+](=O)[O-],0.7%,-3%,-9%,22%,6%,
Cc1ccnc(NC(=O)c2ccc3c(c2)S(=O)(=O)c2ccccc2C3=O)c1,0.9%,-2%,9%,-1%,1%,
CC(NC(=O)CC1Nc2ccccc2NC1=O)c1ccccc1 (centres undefined),8.7%,-2%,-12%,4%,4%,
Cn1cc(/C=N\O)nc2c(=O)n(-c3ccccc3)c(=O)nc1-2,1.1%,-25%,-1%,-6%,0%,
Cc1ccc(-c2cc(C(=O)N3CCCc4ccccc43)c3ccccc3n2)cc1,i,2%,0%,35%,3%,
COCCOc1cc(-n2ccnc2SC)c(Cl)cc1Cl,4.8%,3%,-5%,6%,3%,
COc1cc(/C=C/C(=O)OC(C)C(=O)c2ccccc2)cc(OC)c1OC (centres undefined),10%,8%,0%,32%,24%,
CCC(C)(C)C(=O)Nc1cccc(Cl)c1C,0.2%,8%,6%,15%,-1%,
O=C(CNC(=O)c1ccco1)OCc1ccc(Cl)cc1,1.0%,8%,-1%,29%,-4%,
O=c1[nH]c(=O)n(Cc2ccco2)c2c1C(C(F)(F)F)(C(F)(F)F)N=C(CCC1CCCCC1)N2,i,2%,4%,7%,-2%,
CCc1cc2c(=O)c(-c3nc4ccccc4[nH]3)coc2c(CN2CCCCC2C)c1O (centres undefined),11%,10%,-5%,0%,16%,
CCc1c(C)sc(NC(=O)OC)c1C(N)=O,i,3%,-3%,5%,-8%,
COc1ccc2c(c1)C(=O)CC(c1ccc(OC)c(OC)c1)O2 (centres undefined),1.0%,3%,0%,8%,3%,
O=C(CC1C(=O)NCCN1CCCc1ccccc1)NCCc1ccccc1F (centres undefined),4.5%,-13%,3%,51%,5%,
OC(COc1cccc2ccccc12)CN1CCN(c2ccccc2Cl)CC1 (centres undefined),4.4%,5%,9%,54%,u,
CC(C)CC(=O)Nc1c2c(nn1-c1ccc([N+](=O)[O-])cc1)CS(=O)(=O)C2,0.1%,5%,-5%,-6%,1%,
CCOc1ccc(CCNC(=O)CCCn2c(=O)c3cccn3c3cccnc32)cc1OCC,2.2%,2%,-1%,4%,4%,
CCOC(=O)c1ccc(NC(=S)N2CCCC2)cc1,1.0%,9%,3%,4%,-5%,
Cc1ccc(CCN2CC(C(=O)NCc3cccnc3)CC2=O)cc1 (centres undefined),0.3%,x,22%,x,0%,
NC(=O)C1CCN(C(=O)CSc2ccsc2[N+](=O)[O-])CC1,1.3%,x,8%,x,x,
CC1CN(C(=O)COC(=O)c2ccc(Cl)c(N)c2)CC(C)O1 (centres undefined),1.3%,5%,6%,-14%,4%,
CC(C(=O)N1c2ccc(F)cc2CCC1C)N1C(=O)c2ccccc2C1=O (centres undefined),2.4%,-9%,2%,12%,1%,
O=S(=O)(c1cccc2ccccc12)N1CCC2CC1c1cc(-c3ccc(F)cc3)ccc12 (centres undefined),0.1%,x,6%,x,x,
COc1ccc(NC(=O)Cc2c(Cl)cccc2Cl)cn1,0.3%,5%,-14%,3%,2%,
Cc1ccc(C)n1Cc1ccccc1Cl,1.3%,7%,4%,-1%,-2%,
COc1ccc(-c2cc3c(=O)n(CC(=O)NCc4cccnc4)ncn3n2)cc1,1.8%,-1%,6%,-33%,-8%,inhibitors of VEEV 10K pilot screen=1.0
CC(=O)Nc1ccccc1C(=O)N1CC2(C)CC1CC(C)(C)C2 (centres undefined),i,13%,-1%,-5%,-8%,
Cc1cc(C)c(S(=O)(=O)c2ccccc2)c(OC(=O)c2c(Cl)cccc2Cl)n1,6.0%,10%,-1%,-3%,-7%,
C/C(N)=C(/C#N)C(=O)CSc1nnc(COc2cc(C)ccc2C)o1,0.2%,-9%,-1%,6%,6%,
CCOC(=O)Cn1c(=O)oc2cc(S(=O)(=O)NCCc3ccc(OCC)c(OCC)c3)ccc21,1.0%,1%,5%,x,x,
COc1ccc(-c2nn(C)c(=O)c3ccccc23)cc1NC(=O)COc1ccc(C)cc1,1.5%,-3%,1%,19%,-2%,
Cc1nc([N+](=O)[O-])nn1C12CC3CC(CC(Br)(C3)C1)C2,0.2%,1%,9%,28%,-9%,
c1ccc(Sc2ccccc2CN2CCCC2)cc1,i,18%,x,19%,-4%,
S=C(NCCCN1CCOCC1)N1CCN(c2nc(-c3ccccc3)cs2)CC1,1.0%,8%,12%,48%,7%,
CC1CC(C)CN(C(=O)COC(=O)c2ccc3ccccc3n2)C1 (centres undefined),1.0%,x,-7%,u,7%,
CSc1ncccc1C(=O)Nc1ccncc1,1.4%,-10%,-5%,-7%,-3%,
CN1CCN(c2ccc(CNC(=O)c3cc4ccccc4o3)cc2)CC1,i,5%,-12%,6%,-8%,
COCCNC(=O)N1[C@H]2CC[C@@H]1C(C(=O)OC)=C(c1ccc(OC)c(OC)c1)C2,i,x,-6%,-1%,-9%,
O=C(NCCN1CCOCC1)c1cccc(S(=O)(=O)N2CCCCC2)c1,6.9%,-5%,-5%,-16%,-18%,
O=C(O)CNCC1COc2ccccc2O1 (centres undefined),i,-5%,-9%,10%,-1%,
O=C(CCNS(=O)(=O)c1cccs1)N1CCCCCC1,i,17%,-12%,-13%,-4%,
CC(=O)N1CCCc2cc(S(=O)(=O)N3CCCC(C(=O)Nc4cccc(C)c4)C3)ccc21 (centres undefined),3.3%,3%,8%,20%,-3%,

# Next section:
SMILES,inhibitors of VEEV,PhoP GFP inhibition,influenza NS1A,tuberculosis growth,H37Rv inhibition,others
C=CCn1c(=S)sc2c(=O)[nH]c(C)nc21,1.5%,-4%,x,0%,-3%,
CC(c1ccccc1)C(Cc1nc2ccccc2[nH]1)c1nc2ccccc2[nH]1 (centres undefined),x,-4%,x,61%,u,
CC(C)Nc1c([N+](=O)[O-])c(=O)oc2ccccc12,i,22%,-13%,8%,11%,
O=C1C2CCCN2C(=S)N1C1CCCCC1 (centres undefined),0.6%,-9%,-22%,34%,2%,
CCOCc1nnc(NC(=O)c2cc(Cl)ccc2OC)s1,2.5%,-5%,17%,34%,-6%,
N#Cc1nc(-c2cccs2)oc1N1CCOCC1,1.3%,0%,1%,-25%,-2%,

# Ordered by formula weight (high to low): 5 of the compounds above
SMILES,inhibitors of VEEV,PhoP GFP inhibition,influenza NS1A,tuberculosis growth,H37Rv inhibition,others
CC(=O)N1CCCc2cc(S(=O)(=O)N3CCCC(C(=O)Nc4cccc(C)c4)C3)ccc21 (centres undefined),3.3%,3%,8%,20%,-3%,
CCOCc1nnc(NC(=O)c2cc(Cl)ccc2OC)s1,2.5%,-5%,17%,34%,-6%,
O=C(CCNS(=O)(=O)c1cccs1)N1CCCCCC1,i,17%,-12%,-13%,-4%,
CC(C)Nc1c([N+](=O)[O-])c(=O)oc2ccccc12,i,22%,-13%,8%,11%,
C=CCn1c(=S)sc2c(=O)[nH]c(C)nc21,1.5%,-4%,x,0%,-3%,
